CBFb RUNX1 block = qHTS Assay for Compounds Blocking the Interaction Between CBF-beta and RUNX1 for the Treatment of Acute Myeloid Leukemia; Runt-related transcription factor 1 (Homo sapiens) + Core-binding factor subunit beta …; AlphaScreen CBFb-His/RUNX1-biotin binding, biochemical; Potency, µM (highest dose often 59.8 µM), for the others: at the highest dose activity, negative = inhibition, usual class: inhibitors; 230,000 tested, under 10 active; note: % of control where 0% means no effect
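AlphaScreen binding: CBFb-His and RUNX1-biotin (30 nM each) preincubated 20 min, compound added for 15 min, then nickel and streptavidin beads for 90 min, all at room temperature. Disruption of the interaction by any mechanism counts as activity.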
Epigenetic derep = Quantitative High-Throughput Screen for Regulators of Epigenetic Control; murine LDR cells, GFP reporter derepression, 30 h; Potency, µM (titrated, usually from 53.9 µM), inactives show top-dose GFP activation, most hits filed as activators; 280,000 compounds, 0.2% hits; note: potency is the fitted concentration of half-maximal effect; % of control where 0% means no effect; nearly all actives have a fitted effect of over 60% in size
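Readout is the number of GFP-expressing murine LDR cells, counted by cytometry following washing. Cells were treated with compound for 30 h at 37 C; the stably integrated CMV-GFP locus is normally silent.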
aGal spleen mod = qHTS Assay for Inhibitors and Activators of Human alpha-Galactosidase From Spleen Homogenate. Alpha-galactosidase A (Homo sapiens), P06280. human spleen homogenate, 4MU-alpha-Gal fluorescence, 40 min. Potency, µM (doses to about 80 µM), for inactives: at the highest dose activity change, negative = inhibition, hits mostly inhibitors. 240,000 compounds, 0.008% hits. AID 2107, 2009;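 note: potency is the fitted concentration of half-maximal effect; 0% = enzyme with vehicle and -100% = no enzyme basal signal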
Target sequence (P06280 32-429 limits assumed): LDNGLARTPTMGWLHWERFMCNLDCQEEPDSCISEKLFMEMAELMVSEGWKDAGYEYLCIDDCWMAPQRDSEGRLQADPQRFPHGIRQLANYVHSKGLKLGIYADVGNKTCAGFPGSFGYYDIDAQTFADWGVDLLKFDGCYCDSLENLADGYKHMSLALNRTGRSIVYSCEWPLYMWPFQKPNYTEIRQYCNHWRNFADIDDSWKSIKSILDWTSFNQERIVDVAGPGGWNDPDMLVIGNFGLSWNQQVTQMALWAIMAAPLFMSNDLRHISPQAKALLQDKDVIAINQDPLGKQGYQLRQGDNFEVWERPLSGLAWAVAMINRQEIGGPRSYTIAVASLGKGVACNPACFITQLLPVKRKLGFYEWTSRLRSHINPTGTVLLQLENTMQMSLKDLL
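Human spleen homogenate (1 ug) was the enzyme source, with 4-methylumbelliferyl-alpha-D-galactopyranoside (1 mM final) in pH 5.0 citrate buffer with 0.01% Tween-20. Compounds were titrated; after 40 min at 37C, NaOH/glycine stop, 4-MU fluorescence read; AC50 from Hill fits.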
TRb SRC2 PPI = qHTS for Inhibitors of the Interaction of Thyroid Hormone Receptor and Steroid Receptor Coregulator 2; 280,000 compounds, 0.065% hits; AID 1469, 2008; TRbeta-SRC2 peptide binding, fluorescence polarization; receptor liganded with 1 µM T3; Thyroid hormone receptor beta (Homo sapiens), P10828; Potency, µM (series often up to 106 µM), for the others: top-dose activity change, negative = inhibition, most hits filed as inhibitors;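 note: potency is the fitted concentration of half-maximal effect; plate controls were bound peptide for no effect and peptide without receptor for full effect; nearly all actives have a fitted effect of over 50% in size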
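Binding of a 20-amino-acid Texas Red SRC2 peptide (20 nM) to TRb ligand-binding domain (0.6 uM) with agonist T3 at 1 uM was followed by fluorescence polarization after a 5 hr room-temperature incubation.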
Tau FP inhib = qHTS for Inhibitors of Tau Fibril Formation, Fluorescence Polarization; Microtubule-associated protein tau (Homo sapiens), P10636; K18 P301L tau heparin fibrillization, Alexa594 FP, 6 h; Potency, µM (titrated, usually from 57.7 µM), without a hit: top-dose activity, negative = inhibition, hits mostly inhibitors; 280,000 compounds, 0.39% hits; note: potency is the fitted concentration of half-maximal effect; % is set by controls: 0 for no effect and ±100 for the full control effect; nearly all actives have a fitted effect of over 55% in size
Target sequence (P10636 561-689 P618L limits assumed): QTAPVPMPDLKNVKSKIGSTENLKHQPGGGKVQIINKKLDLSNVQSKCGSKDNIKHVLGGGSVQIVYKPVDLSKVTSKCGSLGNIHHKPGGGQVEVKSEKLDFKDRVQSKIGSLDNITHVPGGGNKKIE
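Steps: dispense K18 P301L tau (15 uM plus 0.24 uM Alexa 594 tracer, final) in pH 7 sodium acetate; add compound; add heparin (20 uM final); incubate 6 hr, 37 C; add ThT (30 uM final); after 1 hr ambient, read FP.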
NPSR antagonist = qHTS Assay for Antagonists of the Neuropeptide S Receptor: cAMP Signal Transduction. CHO-NPSR cells, cAMP TR-FRET, antagonist mode. Potency, µM (highest dose often 38.3 µM), without a hit: at the highest dose activity change, negative = inhibition, most hits filed as inhibitors. 220,000 compounds, 1% hits. AID 1461, 2008; note: potency is the fitted concentration of half-maximal effect; % is set by controls: 0 for no effect and ±100 for the full control effect; nearly all actives have a fitted effect of over 50% in size; many of its hits are not listed in these tables
Target sequence (Q6W5P4 whole entry, looked up): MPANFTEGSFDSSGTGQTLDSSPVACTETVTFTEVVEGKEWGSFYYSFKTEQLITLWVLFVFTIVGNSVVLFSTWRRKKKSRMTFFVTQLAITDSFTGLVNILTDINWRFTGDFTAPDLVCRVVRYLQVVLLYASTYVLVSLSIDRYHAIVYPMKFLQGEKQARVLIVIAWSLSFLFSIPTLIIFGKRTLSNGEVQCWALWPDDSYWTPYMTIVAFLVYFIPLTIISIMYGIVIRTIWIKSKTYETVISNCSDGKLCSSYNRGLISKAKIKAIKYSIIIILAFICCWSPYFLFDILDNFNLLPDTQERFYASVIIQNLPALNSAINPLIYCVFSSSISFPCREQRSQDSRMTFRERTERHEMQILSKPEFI
TexasRed fluor = Total Fluorescence Counterscreen for Inhibitors of the Interaction of Thyroid Hormone Receptor and Steroid Receptor Coregulator 2 | 280,000 compounds, 0.29% hits | Potency, µM (titrated, usually from 106 µM), inactives show at the highest dose fluorescence change, negative = quenching | TRb/SRC2 Texas Red total fluorescence interference; active = well fitted curve in either direction with a large enough effect; inconclusive = small, poorly fitted or top-dose-only effect; note: potency is the fitted concentration of half-maximal effect; % is set by controls: 0 for no effect and ±100 for the full control effect
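Human TRb ligand-binding domain at 0.6 uM with 20 nM Texas Red SRC2 peptide in Tris buffer containing 1 uM T3 and 5% DMSO, incubated with compound 5 h at ambient temperature. Total fluorescence (555/632 nm) calculated as parallel + 2 × perpendicular.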
Tau fluor cs = Counterscreen qHTS for Inhibitors of Tau Fibril Formation, Fluorescence Polarization; AID 1463, 2008; tau K18 P301L Alexa594 fluorescence, heparin fibrillization; Potency, µM (series often up to 57.7 µM), without a hit: top-dose activity change, negative = decrease; 280,000 compounds, 0.93% hits; note: potency is the fitted concentration of half-maximal effect; % is set by controls: 0 for no effect and ±100 for the full control effect; nearly all actives have a fitted effect of over 55% in size
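Human tau K18 P301L (15 uM unlabeled, 0.24 uM Alexa 594-labeled) in 100 mM sodium acetate pH 7 with 20 uM heparin, 6 hr at 37 C. ThT 30 uM added, 1 hr ambient; Alexa 594 FP and total fluorescence read at 555/632 nm.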
The depositor's hits bear a star; ? = inconclusive; · = not tested or not shown; [ ] = dose if it differs, or a comment. Unless noted, calls come from the whole dose curve; as a rule, active = well fitted curve in the direction sought with a large enough effect; inconclusive = small, poorly fitted or top-dose-only effect, or another doubt; inactive = no such curve, though single readings can be large; an effect the other way counts as inactive or inconclusive. An excerpt; count on the stated rates, not on these rows.

SMILES | CBFb RUNX1 block | Epigenetic derep | aGal spleen mod | TRb SRC2 PPI | Tau FP inhib | NPSR antagonist | TexasRed fluor | Tau fluor cs
CCN(CC)C(=O)c1sc2c(c1C)c(=O)n(CCc1ccccc1)c(=O)n2Cc1ccc(F)cc1Cl | · | 0.0% | · | 3% | -6% | · | 2% | -2%
CCOc1ccc(NC(=O)CCc2nc3cccnc3n2-c2ccccc2)cc1 | · | 2.5% | · | 3% | 9% | · | 0% | -16%
Cc1ccc(CCNC(=O)c2ccc3c(c2)N(Cc2cccc(F)c2)C(=O)c2ccccc2S3)cc1 | · | -0.2% | · | -2% | 1% | · | 2% | -2%
Cn1nc(C(=O)NCc2ccc(F)cc2)c2c1-c1ccccc1SC2 | · | 0.2% | · | 7% | 7% | · | -1% | -6%
CCCCC1(Cc2cccc([N+](=O)[O-])c2)C(=O)N(c2ccccc2)N(c2ccccc2)C1=O | 5% | 0.0% | -9% | -2% | 3% | ? | -4% | -23%
COCCCNC(NC(=O)c1ccc(C)cc1)C(Cl)(Cl)Cl (stereo not given) | 1% | -1.5% | -6% | -11% | 3% | 1%[46.1 µM] | -3% | 4%
Cc1ccc2c(=O)cc(C(=O)Nc3sc4c(c3C(=O)NCc3cccnc3)CCCC4)oc2c1C | · | -1.9% | · | -1% | -4% | · | 9% | -25%
COc1cccc(C(=O)NCC2OCCc3ccccc32)c1 (stereo not given) | · | -1.0% | · | -3% | 0% | · | ? | -12%
O=C(/C=C/c1ccc(N2CCOCC2)cc1)c1ccccc1 | 17% | 1.4% | 4% | -8% | 1% | -2% | -4% | ?
Oc1ccc(/C=N/Nc2ccc3ccccc3c2)c(O)c1 | -11% | -1.2% | 7% | -2% | ? | -13% | 1% | 20µM*[quencher]
CC12CC3CC(C)(C1)CC(C(=O)NCc1ccco1)(C3)C2 | 9% | -2.6% | -10% | 3% | -1% | -42% | -4% | -1%
c1ccc(-n2nnnc2N2CCOCC2)cc1 | 7% | -0.8% | 15% | -17% | -3% | 16%[46.1 µM] | 1% | 7%
Nc1cc(=O)nc(SCc2ccccc2)n1Cc1ccco1 | 0% | 0.0% | -7% | -9% | 8% | -3%[46.1 µM] | -2% | 5%
COc1ccc(C2c3ccc(O)cc3Oc3ncn(CC(C)C)c(=N)c32)cc1 (stereo not given) | -1% | 4.1% | -8% | 4% | -2% | -26% | -1% | 1%
Cn1c(=O)cc(SCC(=O)NCC2COc3ccccc3O2)c2ccccc21 (stereo not given) | 2% | -1.0% | -18% | 9% | 1% | -8%[46.1 µM] | -2% | -23%
O=C(CNCc1cccs1)NC12CC3CC(CC(C3)C1)C2 | 8% | 0.2% | -6% | -4% | 6% | -7% | 1% | 6%
O=C(NCCSc1c[nH]c2ccccc12)c1ccc(Br)o1 | -5% | 1.0% | 1% | 2% | 12% | -13% | -1% | ?
O=C(/C=C/c1ccco1)N1CCCC(c2ccccc2)C1 (stereo not given) | -27% | 0.6% | -3% | 1% | -13% | -3% | -1% | -4%
CCOC(=O)c1c(C)[nH]c(CCC(=O)NCc2ccc(CC)cc2)c1C | · | -2.7% | · | 3% | 3% | · | -1% | -11%
Cc1ccc(/C=N/N2CCN(c3ccccc3)CC2)cc1 | 12% | -1.5% | 7% | -3% | 5% | 11% | -4% | -16%
CCN1CCN(CC(=O)c2c[nH]c3ccccc23)CC1 | 4% | -1.8% | 1% | -11% | -5% | 3%[46.1 µM] | -3% | -14%
Cc1noc(NC(=O)c2ccccc2Cl)c1C#N | 9% | 2.5% | -8% | 1% | 1% | -6%[46.1 µM] | 1% | -5%
COc1cc(NC(=S)NCc2ccc(S(N)(=O)=O)cc2)c(OC)cc1Cl | 2% | -0.1% | 4% | 1% | 9% | -4% | -6% | -13%
CCN(CC)C1=NC=CC(c2ccccc2)=CC1C (stereo not given) | -5% | -0.1% | 0% | -1% | 7% | 1% | 2% | 6%

In the list so far, these contain a furan ring, fused or not:
SMILES | CBFb RUNX1 block | Epigenetic derep | aGal spleen mod | TRb SRC2 PPI | Tau FP inhib | NPSR antagonist | TexasRed fluor | Tau fluor cs
CC12CC3CC(C)(C1)CC(C(=O)NCc1ccco1)(C3)C2 | 9% | -2.6% | -10% | 3% | -1% | -42% | -4% | -1%
Nc1cc(=O)nc(SCc2ccccc2)n1Cc1ccco1 | 0% | 0.0% | -7% | -9% | 8% | -3%[46.1 µM] | -2% | 5%
O=C(NCCSc1c[nH]c2ccccc12)c1ccc(Br)o1 | -5% | 1.0% | 1% | 2% | 12% | -13% | -1% | ?
O=C(/C=C/c1ccco1)N1CCCC(c2ccccc2)C1 (stereo not given) | -27% | 0.6% | -3% | 1% | -13% | -3% | -1% | -4%

(continued)
SMILES | CBFb RUNX1 block | Epigenetic derep | aGal spleen mod | TRb SRC2 PPI | Tau FP inhib | NPSR antagonist | TexasRed fluor | Tau fluor cs
O=C(/C=C/c1ccccc1)NC(=S)N1CCSCC1 | 4% | 0.1% | -9% | -2% | 3% | -21% | 0% | -11%
Cc1ccccc1OCc1nnc(SCc2cc(=O)c3cccc(F)c3[nH]2)n1C | · | -3.1% | · | 2% | 0% | · | -1% | -9%
COc1ccc(N2CCN(S(=O)(=O)c3ccc(CC(C)C)cc3)CC2)cc1 | · | -0.1% | · | 6% | 3% | · | -15% | -17%
Cc1nc(NCCN2CCOCC2)c2nnn(Cc3ccccc3Cl)c2n1 | -1% | 0.0% | -7% | -11% | -9% | -1%[46.1 µM] | -4% | -3%
O=C(NC(=S)Nc1ccc2c(c1)OCCO2)c1cccc2ccccc12 | ? | -1.0% | -5% | -3% | ? | -27% | -3% | ?
COc1ccc2cc(CN(CC3CCCO3)C(=S)Nc3ccccc3)c(=O)[nH]c2c1 (stereo not given) | -10% | 0.5% | -17% | -7% | -18% | 37% | -1% | ?
COc1ccc(CCNS(=O)(=O)c2cnc(Cl)c(Br)c2)cc1OC | 9% | 1.0% | 6% | -3% | -1% | 6% | -4% | 4%
Cc1ccc(OCC(=O)N/N=C/c2ccncc2)cc1 | -2% | 2.5% | 4% | -2% | -9% | -6%[46.1 µM] | -6% | 3%
O=C(NC1CCCC1)c1ccc2c(=O)n(Cc3ccccc3)c(SCc3ccc([N+](=O)[O-])cc3)nc2c1 | · | 1.4% | · | -2% | 2% | · | -4% | -16%
COC(=O)c1ccc(N2C(=O)C3CC(C)=C(C)CC3C2=O)cc1 (stereo not given) | 1% | -1.3% | -2% | -6% | 0% | 20% | 0% | 0%
Cc1ccc(O)c(NC(=O)C2=CC(c3cccs3)=NS(=O)(=O)N2C)c1 | · | -3.3% | · | -2% | 4% | · | -2% | 1%
O=C(Cn1cnc2c(nnn2-c2cccc(Cl)c2)c1=O)N1CCOCC1 | 9% | 1.6% | 9% | -8% | 1% | -7%[46.1 µM] | -6% | 14%
COc1cc(C)nc(Oc2ccc(=O)[nH]n2)n1 | 5% | 0.3% | 3% | 5% | -6% | 17%[7.67 µM] | 1% | -4%
COC(=O)C(NC(C)=O)(Nc1ccccn1)C(F)(F)F (stereo not given) | 1% | -0.9% | -10% | 2% | -2% | -2%[46.1 µM] | 0% | -1%
O=C(CSc1nnc(-c2ccccc2)n1-c1ccccc1)c1cccs1 | 2% | -0.9% | -12% | -16% | 1% | -14%[46.1 µM] | 2% | -7%
Cc1ccccc1NC(=O)CCOc1ccccc1 | · | 3.2% | · | -8% | -7% | · | 2% | -19%
O=c1ccn(-c2cccc(C(F)(F)F)c2)nc1-c1ccn(-c2ccccc2F)n1 | 2% | 0.0% | -3% | 5% | 2% | -9%[46.1 µM] | -2% | -4%
CCCCOC(=O)Sc1nc2ccccc2o1 | 2% | 0.0% | 10% | -1% | -3% | 5%[46.1 µM] | -5% | -5%
Cc1ccccc1OCC(=O)NNC=O | 4% | -2.8% | 6% | -5% | -6% | ? | 1% | -2%
COCCNS(=O)(=O)c1cc(F)ccc1OC | 7% | 0.0% | -15% | 2% | -9% | -5%[46.1 µM] | -1% | -4%
O=C(Cn1c(C(F)(F)F)nc2ccccc21)OCC(=O)c1c[nH]c2ccccc12 | -8% | -0.9% | 3% | 8% | -5% | -14%[46.1 µM] | 1% | ?
CCc1ccc(OCC(=O)NC(=S)Nc2ccc(S(=O)(=O)NC3CCCCC3)cc2)cc1 | 2% | 0.0% | -2% | -3% | ? | -23%[46.1 µM] | -2% | ?
O=C1CS/C(=C\S(=O)(=O)c2ccc(Cl)cc2)N1 | -4% | 1.5% | 1% | 1% | -1% | ? | 1% | -2%
O=c1c2ccccc2sn1-c1cc(S(=O)(=O)N2CCOCC2)ccc1N1CCCC1 | 4% | -0.7% | -4% | 10% | 32µM* | -27%[46.1 µM] | 1% | -27%
Cc1cc(C(=O)OCC(=O)c2cccc([N+](=O)[O-])c2)c2ccccc2n1 | -3% | -0.1% | -3% | 1% | 12% | 11% | -2% | -17%
Nc1nc(-c2ccccc2)cn1/N=C/c1ccccc1 | -5% | 1.6% | 2% | -4% | 7% | 2% | 0% | -13%
COc1ccc(C2CC(c3cccs3)=Nc3ccccc3S2)cc1 (stereo not given) | 12% | 1.1% | -2% | 14% | 7% | -24%[46.1 µM] | 1% | -3%
O=C1N(c2ccccc2)C[C@@H]2C[C@@H](c3cccc4c3OCO4)N3CCC[C@@]123 | 7% | -0.2% | 0% | -5% | -3% | 17% | 1% | -2%
Nc1cc(S(=O)(=O)C(F)(F)F)ccc1C(=O)O | 2% | -7.2% | 5% | 3% | 3% | 4%[46.1 µM] | -5% | -1%
